HIF-2a inh: blocks HIF-2a reporter activity | actives 0.72% (n = 360,000) | inhibition, % at 18.8 µM | 786-0 RCC cells HIF-2a reporter, luciferase luminescence, overnight;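 active = inhibition of the luminescence signal of 40% or more relative to plate controls, in a single-dose primary screen at 18.75 µM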
PDI inh: PDI (human) enzyme inhibition; P07237; PDI insulin aggregation turbidity, A650, 90 min; AID 588391; inhibition, % at 10 µM; actives 0.052% (n = 350,000);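 active = mean inhibition across replicates of 30% or more, whatever share of single replicates reach that level; inconclusive = mean inhibition below 30% while every single replicate reaches 30%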;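 note: absorbance from insulin aggregation driven by PDI reduction with DTT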
Target sequence (P07237 whole entry, looked up): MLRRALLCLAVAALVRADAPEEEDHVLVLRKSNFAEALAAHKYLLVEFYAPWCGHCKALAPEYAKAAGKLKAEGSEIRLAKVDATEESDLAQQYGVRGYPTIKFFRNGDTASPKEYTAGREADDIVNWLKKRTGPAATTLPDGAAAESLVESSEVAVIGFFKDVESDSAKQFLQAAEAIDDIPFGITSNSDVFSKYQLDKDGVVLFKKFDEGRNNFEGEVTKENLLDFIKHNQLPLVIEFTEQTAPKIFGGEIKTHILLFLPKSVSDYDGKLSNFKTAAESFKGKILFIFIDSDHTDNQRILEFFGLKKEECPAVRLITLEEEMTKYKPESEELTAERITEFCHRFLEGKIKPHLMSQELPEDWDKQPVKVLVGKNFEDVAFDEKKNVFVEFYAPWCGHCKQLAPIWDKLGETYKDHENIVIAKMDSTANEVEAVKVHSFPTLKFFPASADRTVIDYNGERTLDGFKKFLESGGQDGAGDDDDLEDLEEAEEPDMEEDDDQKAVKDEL
aDG glyco act: alpha-DG glycosylation activation | Pro5-aDG cells, alpha-DG glycosylation AlphaScreen (IIH6); 0% Pro5, 100% B10-LARGE cell signal | activation, % at 10 µM | actives 0.22% (n = 360,000) | AID 624168;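 active = activation of at least 8% versus controls, or a plate z-score of at least 8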;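 note: Pro5 are CHO cells carrying HIG-tagged alpha-DG that lacks glycosylation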
Granule exo inh: blocks lytic granule exocytosis; TALL-104 LAMP-1 surface exposure, flow cytometry; cells stimulated with thapsigargin and PMA; inhibition, % at 10 µM; actives 0.66% (n = 360,000); AID 651702;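 active = inhibition above about 55%, limit read from the data; inconclusive = no clear call, values can overlap the other calls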
Peg3 prom inh: reduces Peg3 promoter-driven luciferase expression in HeLa; HeLa PEG-Prom luciferase reporter, luminescence, overnight; inhibition, % at 20 µM; actives 1.7% (n = 360,000);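 active = inhibition of at least 50% at 20 µM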
Vif imaging: blocks HIV Vif function. HEK293T cells, Vif self-association by quenched fluorescence, imaging, 24 h. inhibition, % at 7.49 µM. actives 0.35% (n = 340,000). AID 602346; in the data active = inhibition above about 50%, passing the limit was not always enough; inconclusive = no clear call, values can overlap the other calls; inactive = below about 31%; note: some results filed as inactive read as strong as hits
TRPM1 prom inh: reduces MITF-dependent TRPM1 promoter luciferase signal; inhibition, % at 12.5 µM; actives 0.83% (n = 330,000); SK-MEL-5 TRPM1 promoter luciferase, 24 h;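 active = mean inhibition across replicates of 60% or more, whatever share of single replicates reaches that level; inconclusive = some that reach 60%, reason not given; inactive = mean inhibition across replicates below 60%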; note: values of inactives mirror those of a sister screen read the other way
NR2E3 ag-1: agonists of human NR2E3 nuclear receptor. Q9Y5X4. CHO-S Gal4-NCOR/VP16-NR2E3 two-hybrid, luciferase. inhibition of corepressor binding, % at 3.98 µM. actives 0.35% (n = 360,000). AID 602229;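 active = inhibition above the mean of all tested compounds plus 3 SD, cut at about 70% in these data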;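 note: 0% = DMSO with NR2E3 transfected cells and 100% = cells lacking NR2E3 construct; higher means lower luciferase signal from less NR2E3 corepressor binding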
Target sequence (Q9Y5X4 whole entry, looked up, the tested form may be a part): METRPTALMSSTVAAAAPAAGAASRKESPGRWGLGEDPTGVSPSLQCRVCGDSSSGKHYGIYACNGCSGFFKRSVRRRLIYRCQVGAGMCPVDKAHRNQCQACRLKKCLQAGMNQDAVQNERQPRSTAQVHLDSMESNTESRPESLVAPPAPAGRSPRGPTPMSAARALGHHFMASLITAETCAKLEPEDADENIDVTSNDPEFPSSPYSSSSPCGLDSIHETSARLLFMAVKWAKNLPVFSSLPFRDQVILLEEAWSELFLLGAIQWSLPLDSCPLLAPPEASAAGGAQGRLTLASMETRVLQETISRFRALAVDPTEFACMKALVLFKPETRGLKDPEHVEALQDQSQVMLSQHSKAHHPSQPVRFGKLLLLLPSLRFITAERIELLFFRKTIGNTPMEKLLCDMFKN
CaV13 FRET inh: Disruptors of the CACNA1D IQ motif to Ca2+-dependent inactivation inhibitor domain association, primary screening, Förster resonance energy transfer in intact living …. HEK cells, CFP/YFP FRET ICDI-IQ, plate reader, 10 min; percent FRET-ratio fall versus neutral wells. inhibition, % at 12.3 µM. actives 0.098% (n = 340,000);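 active = mean replicate inhibition of at least 30% and at least 1% of replicates passing that level; inconclusive = only one of the two criteria is met; inactive = neither criterion is met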;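 note: 0% = median of the neutral control wells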
NR2E3 ag-2: NR2E3 (human) agonism. GST-NR2E3/biotin-RetCOR TR-FRET, 1536-well. inhibition of corepressor binding, % at 4.78 µM. actives 0.12% (n = 320,000). AID 2300;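 active = percent inhibition above the cutoff of mean plus 3 SD of all tested compounds, set per screening campaign, cut at about 20% in these data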;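 note: 0% = DMSO wells and 100% = biotin wells as full block of FRET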
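Format: 1536-well format; test system: GST-NR2E3 and biotin-RetCOR proteins; read-out basis: percent inhibition of TR-FRET ratio; timing: 5 h incubation at 4 °C; detection: time-resolved FRET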
hiPSC survival: increases survival of single human iPS cells. actives 0.044% (n = 360,000). AID 602274. survival enhancement, % at 20 µM. hiPSC single-cell survival, ATPlite luminescence; 100% = ROCK inhibitor wells, 0% = DMSO; in the data active = survival enhancement above about 18%;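 note: cells exposed to compounds for 16 hours before the ATP read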
The depositor's hits bear a star; ? = inconclusive; / = no result given. Rows were taken by chance; overall some 3.5% were active at least once.

SMILES	HIF-2a inh	PDI inh	aDG glyco act	Granule exo inh	Peg3 prom inh	Vif imaging	TRPM1 prom inh	NR2E3 ag-1	CaV13 FRET inh	NR2E3 ag-2	hiPSC survival
Nc1[nH]c(=O)[nH]c(=O)c1N=Cc1ccccc1	7	-6	-0.2	-2	-4	7	-8	11	/	/	1.3
CC1=CC2=C(OC1N(C)C)c1cccc3cccc(c13)C2=O (configuration not stated)	8	1	0.1	2	6	?	-2	-22	/	1	-0.2
CC1CN(C(=O)c2cc(S(=O)(=O)N3CCCCC3)ccc2Cl)CC(C)O1 (configuration not stated)	5	-1	-0.2	11	-4	10	9	-9	-15	-3	-1.6
O=C(Nc1ccc(Oc2ncnc3cc(Cl)ccc23)nc1)Nc1cccc(C(F)(F)F)c1	-16	-7	-0.2	1	5	-2	-2	-18	-8	-1	-0.8
Cc1ccc(Cn2c(=O)c3ccccc3n3c(CCC(=O)NCCN4CCOCC4)nnc23)cc1	6	4	0.9	0	0	-4	-7	0	/	3	0.3
O=C(N1CCCC1)C12CC3CC(CC(Cl)(C3)C1)C2	16	6	-0.1	-15	16	-10	1	0	-3	-6	0.4
Cc1ccc(OCCOCCN(C)C)c(Cl)c1	-3	1	-0.1	-8	5	-1	-3	4	-20	-3	6.1
O=C(Nc1cc(C(F)(F)F)ccc1N1CCOCC1)c1cnccn1	3	9	2.4	2	9	-1	5	-9	-4	-1	1.3
CCOC(=O)CSc1nc2ccc(C)cc2[nH]1	-29	-4	0.0	-2	-19	11	-12	-17	-5	0	2.2
Cc1cccc(C2=N/C(=C/c3cccs3)C(=O)O2)c1	19	7	-0.4	2	-2	2	4	8	-5	0	1.0

Next section; the last 2 above are carried over.
SMILES	HIF-2a inh	PDI inh	aDG glyco act	Granule exo inh	Peg3 prom inh	Vif imaging	TRPM1 prom inh	NR2E3 ag-1	CaV13 FRET inh	NR2E3 ag-2	hiPSC survival
CCOC(=O)CSc1nc2ccc(C)cc2[nH]1	-29	-4	0.0	-2	-19	11	-12	-17	-5	0	2.2
Cc1cccc(C2=N/C(=C/c3cccs3)C(=O)O2)c1	19	7	-0.4	2	-2	2	4	8	-5	0	1.0
Cc1csc(SC(C)C(=O)Nc2ccc(F)cc2Cl)n1 (configuration not stated)	-1	2	0.0	-13	10	3	1	-13	-5	/	-2.6
COc1ccc(NC(=S)Nc2ccc(S(=O)(=O)N3CCCCC3)cc2)cc1	-7	8	0.1	-1	-3	-5	/	-28	-6	/	-1.2
CC(SC(C)C(=O)NN=Cc1c[nH]c2ccccc12)C(=O)NN=Cc1c[nH]c2ccccc12 (configuration not stated)	16	14	-0.1	0	-1	-13	12	-15	-6	/	-1.7
O=c1[nH]c(=S)[nH]c2c1C(c1ccc(F)cc1)OC(CCC(F)(F)F)C2 (configuration not stated)	4	/	-0.1	-5	7	/	/	6	-4	/	5.7
Cc1ccc2[nH]c(C)cc(=S)c2c1	12	-2	-0.2	0	16	5	-11	-12	-5	/	-3.9
COc1ccc(CCN2C(=O)C3CC=C(C)CC3C2=O)cc1OC (configuration not stated)	5	1	0.0	3	3	/	1	23	/	0	2.5
O=C(Nc1cccnc1)c1noc2c1CCCCC2	-62	3	-0.1	1	-4	1	-19	-44	-6	2	-2.4
CC1CCN(S(=O)(=O)N2CCN(C(=O)c3ccc4c(c3)OCO4)CC2)CC1	7	-9	0.0	-9	18	-7	-8	-5	-6	2	-0.1
NC(=O)c1ccc(NC(=O)CC23CC4CC(CC(Br)(C4)C2)C3)cc1	17	-1	0.0	-7	10	13	7	-8	-4	1	-0.6
CN1CCN(NC(=O)CC(C)(C)C)CC1	18	7	-0.1	0	-1	-3	0	-4	1	1	-0.4
CCS(=O)(=O)c1c(S(=O)(=O)CC)c2ccccn2c1C(N)=O	9	2	-0.2	-3	17	16	5	-4	-2	-3	-0.6
Cc1ccc(NC(=O)CSc2nnc(C3CC3)n2CC2CCCO2)cc1C (configuration not stated)	-4	5	-0.2	-3	5	0	-8	6	-8	3	1.4
COc1ccc(C(C(=O)NC2CCCCC2)N(C(=O)CCl)c2ccccc2Cl)cc1 (configuration not stated)	10	-6	0.1	5	25	12	18	9	-3	3	-0.9
Cc1ccc(S(=O)(=O)N(C)CC(=O)N2CC(C)OC(C)C2)cc1 (configuration not stated)	4	10	0.1	0	-8	/	-2	-3	/	3	-0.1
Cc1cc(C(=O)NC2CC(C)(C)Cc3c2cnn3-c2ccc(F)cc2)nn1C (configuration not stated)	-46	6	0.1	4	-60	-2	-20	-21	-6	1	-0.3
Cc1nnc(SCC(=O)Nc2cc(C(F)(F)F)ccc2Cl)n1C	1	13	0.1	-2	16	3	9	-1	-11	0	-0.5
COc1ccccc1NC(=O)CSc1nnc(Cn2nnc(-c3ccccc3)n2)n1-c1ccccc1	22	0	-0.1	0	10	-4	-4	25	-5	-2	3.2
Cc1ccccc1CN1CCC(Oc2ccc(C(=O)N3CCCC3)cc2)CC1	7	-1	0.0	5	-4	6	0	9	-2	-4	-0.5
CCOc1cc(N2CCOCC2)c(OCC)cc1NC(=O)COC(=O)c1cc(C)oc1C	6	-15	0.1	2	-18	/	3	-2	/	5	2.5
O=[N+]([O-])c1ccc(O)c(C2=NNC(c3ccccc3F)C2)c1 (configuration not stated)	-398	-1	-0.1	4	-143	6	-52	-39	-2	2	1.1
O=S(=O)(NCc1ccccc1)NCc1cccc(C(F)(F)F)c1	21	10	-0.1	3	4	4	11	-28	1	0	-0.7
Cc1ccccc1NC(=S)N(CCCN1CCOCC1)Cc1cccnc1	18	1	0.1	3	8	-5	9	15	-3	1	-0.9
Clc1ccc(Cl)c(OCCCCNCc2ccccc2)c1	9	16	0.8	9	24	4	-8	26	-3	0	-1.4
CC(=O)c1cccc(NC(=S)NC(=O)c2cccc(Cl)c2)c1	-243	-5	0.4	2	-329	4	-63	-59	-6	-1	-1.0
NC(=O)COC(=O)c1ccccc1OCc1ccccc1Cl	16	0	-0.3	2	6	-1	-3	7	7	6	1.1
CCOC(=O)C1CCCN(CCC(=O)Nc2ccc(C)c(C)c2)C1 (configuration not stated)	3	-6	0.1	-5	1	/	7	-25	11	3	0.3
COc1ccc(C2(C)NC(=O)N(CC3CCCCC3)C2=O)cc1 (configuration not stated)	10	5	0.0	13	5	10	-7	-6	-4	0	0.3
COc1ccc(SCC(=O)c2cc(C)c(OC(=S)N(C)C)c(C)c2)cc1	-123	1	0.5	5	-141	16	-30	-26	-4	0	0.1
CC(C(=O)NC1=NCCS1)N1C(=O)c2ccccc2C1=O (configuration not stated)	-184	-12	0.4	0	-191	9	-9	-9	-5	0	-2.2
CCCN(CCC)C(C(=O)Nc1cccc(OC)c1)c1ccccc1 (configuration not stated)	3	7	0.6	0	24	-3	10	-8	-8	0	-1.2
O=[N+]([O-])c1ccc(Oc2ccc(-c3cnc4ccccc4n3)cc2[N+](=O)[O-])cc1	-157	-3	0.2	1	-95	3	-10	-55	-3	0	-0.9
CCOc1ccccc1NC(=O)C1CC(=O)n2ncnc2N1 (configuration not stated)	0	-2	0.1	9	-6	-1	-7	-12	-8	1	-4.0
O=C(Nc1ccccc1)C1=C[C@H](c2coc3ccccc3c2=O)C[C@H](OCCCCO)O1	7	6	-0.1	8	12	-2	1	2	-10	3	-2.1
COC(=O)Cn1c(=NC(=O)c2ccc(Cl)s2)sc2cc(F)ccc21	-41	3	0.1	-3	-28	1	-7	4	-3	-30	-1.3
COc1ccc(CN(C)c2ccc(S(=O)(=O)N3CCN(C)CC3)cc2[N+](=O)[O-])cc1OC	12	3	3.2	-1	15	-36	13	94*	-7	3	-0.6
CC(C)N(Cc1ccccc1)C(=O)CN1c2cccc3cccc(c23)S1(=O)=O	15	8	0.2	8	28	3	-5	16	-6	/	1.0
O=C1c2ccccc2C2(c3ccccc3)NCCCN12 (configuration not stated)	4	-3	-0.2	-10	12	0	/	-9	-4	2	2.1
CCN(CC)c1ccc2cc(C(=O)O)c(=O)oc2c1	-7	-4	0.2	-4	-15	-11	-6	10	19	-3	0.4
C[C@H](CO)N1C[C@H](C)[C@@H](CN(C)Cc2ccc(Cl)c(Cl)c2)Oc2c(NS(=O)(=O)c3ccc(F)cc3)cccc2C1=O	-11	2	0.4	-9	5	-3	-12	-17	-6	/	-1.5
CCCCn1c(N)c(N(CC(C)C)C(=O)c2ccc(N3C(=O)CCC3=O)cc2)c(=O)[nH]c1=O	6	-4	1.3	5	11	-6	-3	5	-4	-1	-0.5
CCCCC(Sc1nc(N)c(NC(=O)c2ccc(OC)cc2)c(=O)[nH]1)C(=O)O (configuration not stated)	9	10	-0.1	15	11	-11	-5	-13	-2	-2	-1.0
CCCC(=O)Nc1ccc(-c2csc(NNC(C)=O)n2)cc1	3	-4	-0.1	-3	8	10	10	-6	-5	1	-0.5
COc1ccc(N2CC(C(=O)O)CC2=O)cc1 (configuration not stated)	-3	-1	-0.2	-4	-2	-5	-2	8	-10	5	-0.9
COCCNC(=O)/C(C#N)=C/c1ccccc1Br	19	1	0.1	1	-1	-3	2	18	-2	5	2.8
O=C(NCC1CCCO1)C(c1ccccn1)N(Cc1ccccc1Cl)C(=O)CN1C(=O)c2ccccc2S1(=O)=O (configuration not stated)	15	13	-0.1	-1	26	0	0	-5	-4	-1	0.2
COc1ccc(CN2C(=O)C(CC(=O)NCCCCc3ccccc3)CC(C(=O)N(C(C)C)C(C)C)=C2C)cc1 (configuration not stated)	10	4	0.4	7	-14	/	/	-10	-6	/	-1.2
O=C(CSc1nc(O)c(C(c2ccccc2)c2ccccc2)c(=O)[nH]1)N1CCOCC1	16	4	0.5	-5	0	4	2	13	-7	-1	-0.4
COc1cccc(CN(CC(=O)NC2CCCC2)C(=O)c2csnn2)c1	6	-1	-0.1	-11	0	13	7	-10	-3	-4	0.1
CC1CCN(c2ccccc2NC(=S)NC(=O)c2ccco2)CC1	7	7	0.0	-3	7	15	-3	-30	/	1	-3.9
C=CCOC(=O)C1=C[C@@H](c2ccccc2)C[C@@H](OCc2ccc(CO)cc2)O1	-5	-1	-0.1	-4	3	-1	7	-36	-9	0	-0.7
Cc1cc(C)c(S(=O)(=O)c2ccccc2C)c(SCC(C)C)n1	22	-2	0.8	16	19	-2	10	-33	-7	4	2.7

Looked up above.
`C[C@H](CO)N1C[C@H](C)[C@@H](CN(C)Cc2ccc(Cl)c(Cl)c2)Oc2c(NS(=O)(=O)c3ccc(F)cc3)cccc2C1=O` in hiPSC survival → -1.5
`CC1CCN(c2ccccc2NC(=S)NC(=O)c2ccco2)CC1` in Granule exo inh → -3
`O=C(CSc1nc(O)c(C(c2ccccc2)c2ccccc2)c(=O)[nH]1)N1CCOCC1` in aDG glyco act → 0.5
`CC(=O)c1cccc(NC(=S)NC(=O)c2cccc(Cl)c2)c1` in NR2E3 ag-1 → -59

High-throughput results as filed in PubChem.
